L929 necroptosis: blocks zVAD induced death of L929 cells. L929 zVAD necroptosis rescue, ATP luminescence, 24 h; with zVAD 60 µM. viability rescue, % at 10 µM. 220,000 tested, 0.38% active;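 active = activation, scaled between plate controls, above about 75%, limit read from the data; inactive = activation under that limit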;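 note: 0% = zVAD with DMSO and 100% = DMSO alone without zVAD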
TbHK1 inh: T. brucei hexokinase 1 inhibition | recombinant TbHK1, G6PDH-coupled NADH A340 | inhibition, % at 10 µM | 220,000 tested, 0.11% active;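 active = inhibition of 50% or more in the single-dose primary screen; inactive = inhibition below 50%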
NCF1 inh: inhibitors of human p47phox binding; P14598; p47phox/p22phox peptide binding, fluorescence polarization, 2 h; inhibition, % at 24.7 µM; 220,000 tested, 0.53% active; AID 1274;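 active = inhibition above about 30%, limit read from the data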;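 note: 0% = p47phox with labelled peptide and 100% = labelled peptide alone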
EBV gp42 block: EBV gp42 inhibition; 220,000 tested, 0.42% active; AID 1085; inhibition, % (tested at 21.74 µM); Fluorescence polarization binding assay, mP read-out; in the data active = inhibition above about 50%
14-3-3 Bad inh: disrupts binding of bovine 14-3-3 zeta to phospho-Bad peptide; 220,000 tested, 0.71% active; inhibition, % at 21.7 µM; TR-FRET 14-3-3zeta/Dy647-pBad peptide displacement, 1 h; AID 781;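 active = inhibition above about 70%, limit read from the data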;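 note: 0% = full 14-3-3 plus peptide FRET controls and 100% = background without 14-3-3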
Target sequence (P63103 whole entry, looked up): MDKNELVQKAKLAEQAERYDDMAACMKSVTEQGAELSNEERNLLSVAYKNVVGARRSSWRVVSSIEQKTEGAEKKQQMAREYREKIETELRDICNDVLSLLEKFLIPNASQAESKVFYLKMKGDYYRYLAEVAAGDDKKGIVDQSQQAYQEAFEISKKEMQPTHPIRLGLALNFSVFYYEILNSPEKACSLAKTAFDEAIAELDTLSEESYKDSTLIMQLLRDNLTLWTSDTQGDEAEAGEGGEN
Runt-SMMHC FRET: inhibitors of human RUNX1 Runt domain binding to CBFb-SMMHC; Q01196+Q13951; Cerulean-Runt/Venus-CBFb-SMMHC FRET ratio 530/480, 1 h; inhibition, % at 20 µM; 220,000 tested, 0.74% active;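 active = mean inhibition across duplicate retests at 20 µM reaching about 50%, limit read from the data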;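 note: 0% = DMSO wells and 100% = wells with excess untagged CBFb-SMMHC; inhibitors lower the FRET ratio by blocking Runt binding to CBFb-SMMHC; some results filed as inactive read as strong as hits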
Target sequence (Q01196 whole entry, looked up, the tested form may be a part): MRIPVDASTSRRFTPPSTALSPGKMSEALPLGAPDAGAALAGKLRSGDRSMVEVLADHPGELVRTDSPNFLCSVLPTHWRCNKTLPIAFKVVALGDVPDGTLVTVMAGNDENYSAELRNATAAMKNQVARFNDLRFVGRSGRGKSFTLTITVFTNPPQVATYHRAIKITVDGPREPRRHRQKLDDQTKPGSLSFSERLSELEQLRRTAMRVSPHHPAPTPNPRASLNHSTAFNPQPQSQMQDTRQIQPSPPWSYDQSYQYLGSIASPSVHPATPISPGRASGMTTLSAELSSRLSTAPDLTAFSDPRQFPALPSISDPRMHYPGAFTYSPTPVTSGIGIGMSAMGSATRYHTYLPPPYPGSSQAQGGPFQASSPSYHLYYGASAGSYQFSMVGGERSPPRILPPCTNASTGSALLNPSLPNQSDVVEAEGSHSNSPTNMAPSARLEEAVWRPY
Target sequence (Q13951 whole entry, looked up, the tested form may be a part): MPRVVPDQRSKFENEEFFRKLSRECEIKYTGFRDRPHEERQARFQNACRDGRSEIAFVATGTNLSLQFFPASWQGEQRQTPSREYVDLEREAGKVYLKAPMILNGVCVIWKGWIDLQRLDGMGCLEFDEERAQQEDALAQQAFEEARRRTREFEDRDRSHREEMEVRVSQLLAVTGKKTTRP
Runt-CBFb FRET: blocks binding of human RUNX1 Runt domain to CBFb. 220,000 tested, 0.46% active. Q01196+Q13951. inhibition, % at 20 µM. AID 1496. Cerulean-Runt/Venus-CBFb FRET ratio 530/480, 1 h;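 active = inhibition over about 50% at 20 µM in the single-dose screen, limit read from the data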;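 note: 0% = DMSO wells and 100% = excess unlabeled CBFb competitor control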
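Assay system: Cerulean-Runt domain / Medium: Tris 50 mM pH 7.5, KCl, K2SO4, 0.01% BSA / Timing: protein complex preformed 1 h, compound exposure 1 h, room temperature, dark / Measured by: FRET, excitation 422 nm, emission at 530 and 480 nm / Evaluation: loss of energy transfer signal / Control set: 5 µM unlabeled CBFb as full-inhibition high control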
MDM2 E3 inh: blocks human Mdm2 ubiquitin ligase activity; cell-based MDM2 ubiquitination luciferase reporter, 2 h; 0 = plate control, 100 = twice control, blank-subtracted; signal enhancement, % at 5 µM; 210,000 tested, 0.11% active;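 active = signal enhancement of 30% or more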;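 note: luminescence tracks abundance of the self-degrading MDM2-luciferase fusion protein; higher signal means inhibition of MDM2 E3 ligase activity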
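Test system: mammalian cells stably expressing self-ubiquitinating, self-degrading MDM2 E3–luciferase fusion; Amount: 2000 cells in each well; Medium: DMEM; Schedule: 4 h settle plus 2 h compound, 37 °C; Technique: SteadyLite luciferase luminescence after 15 min room-temperature reagent incubation; Benchmarks: plate control and blank wells.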
Hck-Nef inh: blocks Nef-activated human Hck kinase; 220,000 tested, 0.68% active; inhibition, % at 20 µM; Recombinant Hck-YEEI plus Nef, Z-Lyte FRET kinase assay; AID 463187;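 active = Hck-Nef kinase inhibition above about 50%, limit read from the data; inactive = inhibition below that limit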;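 note: 0% = DMSO with Hck plus Nef and 100% = Hck alone without Nef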
The depositor's hits bear a star; nt = no result given; [ ] = another dose, or the depositor's remark. Outcome played no part in choosing rows, and some 3.2% of all compounds hit somewhere here.

Below each compound – L929 necroptosis, TbHK1 inh, NCF1 inh, EBV gp42 block, 14-3-3 Bad inh, Runt-SMMHC FRET, Runt-CBFb FRET, MDM2 E3 inh, Hck-Nef inh
C=CCNC(=O)Nc1ccc(Br)cc1Cl
  1.7, 3, -6, -12, -5, -6, 1, -20, -7
Cc1cc([N+](=O)[O-])nn1CCCC(=O)NCc1ccccc1
  1.1, 31, -10, -8, -8, 1, 2, -5, 3
COC(=O)c1cc(NS(=O)(=O)c2cccc(Cl)c2)ccc1N1CCOCC1
  -0.8, -6, -6, -10, -1, 3, 8, -10, 5
Cn1c2ccc(CC(=O)O)cc2c2cc(CC(=O)O)ccc21
  0.7, -1, -12, -8, 6, 0, 1, -12, -1
Cc1ccccc1OCCN1C(=O)c2ccccc2C1=O
  -0.2, 0, -11, -20, -7, 0, -3, -17, 2
COCCNC(=O)CCSc1nc(-c2ccc(OC)cc2)cc(C(F)(F)F)n1
  0.6, -21, -7, -1, -1[fluorescence artefact?], 1, 0, nt, -7
CC(C)CC(=O)N=C1SC2CS(=O)(=O)CC2N1Cc1ccccc1 (configuration not stated)
  0.6, -4, 1, -4, -6, 4, -4, -6, 1
CCCCN(C(=O)c1cc2ccccc2o1)c1c(N)n(CCC)c(=O)[nH]c1=O
  0.2, -6, -9, 2, 1, 0, 0, -13, 1
CC1(C)CC(=O)C(N=Nc2cc3c(cc2[N+](=O)[O-])OCCO3)=C(O)C1
  1.3, -4, -32, 4, -12, -28, -16, -3, 16
Fc1ccc(-c2cc(C(F)(F)F)nc(NCC3CCCO3)n2)cc1 (configuration not stated)
  0.0, -1, -7, 20, 9, -4, -3, -12, -11
CC1=C(C(=O)NCc2ccccn2)C2(CCC(C)CC2)OC1=O (configuration not stated)
  -0.4, -7, -6, 1, 6, -2, 0, -8, 15
COc1ccc(OC)c(NC(=O)C2CCN(S(C)(=O)=O)CC2)c1
  0.0, 0, -8, -19, 0, 0, -2, -11, -1
CC(C)=CC(=O)OCC(=O)Nc1ccc(Cl)cn1
  1.1, 0, 3, -16, -14, 1, 2, -16, 0
N=C1S/C(=C\c2ccco2)C(=O)N1c1ccc2c(c1)OCO2
  19, -1, -12, 15, 29, -11, 13, 5, 50
COc1ccccc1N1CCN(C(c2cccs2)c2nnnn2C2CCCC2)CC1 (configuration not stated)
  -0.4, 0, -11, -6, -7, 0, -1, 1, 1
CC(=O)Cn1ncc(Br)c(Br)c1=O
  12, 3, -11, -5, -4, 1, 2, -9, 11
Oc1c(C=C2N=c3ccccc3=N2)sc(=S)n1-c1ccccc1
  0.1, -5, -56, -7, 18[fluorescence artefact?], -7, 14, -5, 7
Cc1ccc(C(=S)N2CCN(Cc3ccccc3)CC2)s1
  0.8, -5, -2, 2, -8, 21, 19, -7, 4
CC(=O)Nc1ccc(CN2CCCC(C(=O)c3cccc(C(F)(F)F)c3)C2)cc1 (configuration not stated)
  -1.7, -5, 8, -5, -22, 4, -2, -12, 2
COc1ccc(S(=O)(=O)N2CCOCC2)cc1NC(=O)c1cc2c(s1)CCCC2
  1.7, 0, -2, -23, 13, -7, 7, -10, 1
COc1cccc(NC(=S)NCc2cccs2)c1
  -0.3, 0, -5, -16, -12, 0, -1, -1, 7
CC(NS(C)(=O)=O)C(c1cccs1)N1CCN(c2ccccc2F)CC1 (configuration not stated)
  -0.1, -1, -18, -25, -7, nt, nt, nt, 1
Cc1cccc(NC(=O)CN2C(=O)S/C(=C\c3ccc(O)c([N+](=O)[O-])c3)C2=O)c1
  65, 3, -11, 10, 1, 0, -8, -4, 61*
Cc1ccc(S(=O)c2ccc(C)cc2)cc1
  -0.6, 2, -9, 2, -9, -1, -4, -17, 0
CCCCC(=O)N1CCCC(C)C1 (configuration not stated)
  -0.6, -8, 3, -14, 1, 1, 2, -2, 1
CCCC[C@@H]1C[C@H]1[C@@H](NC(=O)c1ccco1)c1ccc(Cl)cc1
  -0.1, 1, -17, -9, 6, -2, -2, nt, -1
COC(=O)Cn1cnc2sc(C)c(S(=O)(=O)N3CCC(C)CC3)c2c1=O
  0.0, -2, 4, -6, 0, 1, -1, 5, 12
Cc1c(C(=O)NCCCn2ccnc2)oc2ccccc12
  1.0, 0, -3, -2, -2, -3, 1, -12, 16
CCC(C)c1c(O)nc(SCC(=O)Nc2ccccc2)[nH]c1=O (configuration not stated)
  0.5, -6, -1, -4, -15[fluorescence artefact?], -2, 0, -16, 1
CC(C)CCN1CC(O)=C(c2nc3ccccc3[nH]2)C1=N
  0.6, -2, -5, -9, 10[fluorescence artefact?], 2, 1, -22, 13
O=C1CC(=O)C(n2cncn2)C(c2ccc(Cl)cc2)C1 (configuration not stated)
  0.7, -1, -3, -12, -12[fluorescence artefact?], -2, -1, -11, 1
O=c1c(Cc2c(F)cccc2Cl)c(O)ccn1Cc1ccc(F)cc1
  5.6, 1, -1, 6, -10, -2, -2, -9, 12
CS(=O)(=O)Nc1ccc(C2=NN(C(=O)c3ccco3)C(c3cccc(F)c3)C2)cc1 (configuration not stated)
  -1.5, -37, -9, 5, 1, -5, -1, -6, -10
O=C(O)c1cccc(NC2=Nc3cccc4cccc2c34)c1
  0.0, -19, -13, -10, 3, -30, -3, -33, 21
O=c1c2ccsc2ncn1Cc1ccccc1F
  0.3, 1, -134, -5, -4, 0, -1, -22, 2
COc1ccc(C2=CSC3=NNC4(CCCCC4)NN23)cc1
  -0.3, -1, -2, -7, -6, 0, 4, 7, 4
S=C(Nc1ccccc1)Nc1ccc(OCc2ccccc2)cc1
  -0.3, -7, -1, -7, 2, -2, 1, -8, 2
CCS(=O)(=O)NCCNc1ccc([N+](=O)[O-])cc1
  2.2, -9, 1, -2, -2, -4, 3, -7, 17
COCCn1c(SCC(=O)Nc2cc(C)on2)nnc1-c1c[nH]c2ccccc12
  0.9, 5, -2, -3, 1, -2, 0, -16, 3
COc1ccccc1N(C)S(=O)(=O)c1ccc(C(=O)Nc2nc(C)cs2)cc1
  2.5, -8, -9, -7, -14, 2, 0, -8, 18
N#Cc1c(N)n[nH]c1CCCN
  -0.5, -6, -3, -8, -2, -2, 1, -5, 0
O=C(NCC1(c2ccccc2)CCCC1)c1ccc(Br)o1
  1.0, 0, 7, -6, -1[fluorescence artefact?], 4, -2, -8, 0
CCOc1ccc(NC(=S)NCc2nc3ccccc3[nH]2)cc1
  3.0, -2, -11, 29, -18, -3, nt, 0, 8
CCc1nc2sc3ccccc3c(=O)c2c(=O)n1CCOC
  1.0, -16, 14, -5, 25, 0, 0, -8, -1
O=C(NCCN1CCOCC1)c1cc(-c2ccc(Br)cc2)on1
  3.3, 3, -8, -4, -3, -2, -1, 3, 6
O=S(=O)(c1ccccc1F)N1CCN(c2nc3ccccc3s2)CC1
  2.3, -1, -22, -14, -10, -4, 1, -6, 18
Cc1cc(C)c(NC(=O)Cc2ccc(-n3cccc3)cc2)c(C)c1
  0.9, 13, -39, -23, 3, -6, -2, -5, 3
O=C(CN1CCN(Cc2ccccc2)CC1)N1CCCc2c1c(=O)oc1ccc(O)cc21
  0.2, 54*, -10, -7, 0, 0, -4, -2, 3
Cc1ccc(Cn2nc(C)c3cc(C(=O)OCC(N)=O)sc32)cc1
  0.1, -6, -8, -7, 23[fluorescence artefact?], 0, -3, -11, -1
CC1=C(C(=O)OC(C)C)C(c2cccs2)N2C(=O)C(C)SC2=N1 (configuration not stated)
  0.0, -12, 3, -13, -9, 6, -1, -17, -1
O=C(c1ccco1)N(c1ccccn1)c1ccccn1
  -0.1, 3, -10, -10, 7, 3, 2, -11, 1
CN(C)S(=O)(=O)N1CCN(S(=O)(=O)N2CCOCC2)CC1
  0.7, 19, -1, -12, 1, 0, 2, -11, 57*
C/C(=C\c1ccco1)C1Nc2cccc3cccc(c23)N1
  1.8, -22, 17, 10, 0[fluorescence artefact?], -17, 12, -21, 1
COC(=O)C1=C(C)NC2=C(C(=O)CCC2)C1c1ccsc1 (configuration not stated)
  0.1, -10, -5, 5, -20, 5, 1, -6, 17
CC(C)(C)C(=O)NNC(=O)c1ccc(Oc2cc(Cl)cc(Cl)c2)o1
  -0.6, -4, 4, -10, -3, 5, 0, 2, 15
CC(=O)Nc1cccc(NC(=O)CSc2ccc3nnc(CCNC(=O)c4ccccc4)n3n2)c1
  0.8, 4, -12, -9, -9, 0, 1, -13, -19
CCOC(=O)c1ccccc1NC(=O)c1cn(-c2ccc(C)c(C)c2)c(=O)c2ccccc12
  0.1, 33, -2, -6, -16, 4, -2, -10, 1
Cc1cc(NS(=O)(=O)c2ccc(NC(=O)C(C)Oc3ccc4c(C)cc(=O)oc4c3)cc2)no1 (configuration not stated)
  0.5, -2, -11, -5, 10, 2, -2, -17, 4
O=C(NCc1cccs1)C1CCCN1C(=O)Nc1cccc(F)c1 (configuration not stated)
  0.5, -3, 1, -1, 2, -2, 1, -9, -2
Cc1ccc(NC(=O)CSC2=Nc3ccccc3C3CC=NN23)c(C)c1 (configuration not stated)
  0.5, -7, -6, -19, 3, -5, -1, -8, 0

Rewritten field by field: entries from further up
COc1ccccc1N(C)S(=O)(=O)c1ccc(C(=O)Nc2nc(C)cs2)cc1
  L929 necroptosis: 2.5
  TbHK1 inh: -8
  NCF1 inh: -9
  EBV gp42 block: -7
  14-3-3 Bad inh: -14
  Runt-SMMHC FRET: 2
  Runt-CBFb FRET: 0
  MDM2 E3 inh: -8
  Hck-Nef inh: 18
CN(C)S(=O)(=O)N1CCN(S(=O)(=O)N2CCOCC2)CC1
  L929 necroptosis: 0.7
  TbHK1 inh: 19
  NCF1 inh: -1
  EBV gp42 block: -12
  14-3-3 Bad inh: 1
  Runt-SMMHC FRET: 0
  Runt-CBFb FRET: 2
  MDM2 E3 inh: -11
  Hck-Nef inh: 57*
Cc1ccc(NC(=O)CSC2=Nc3ccccc3C3CC=NN23)c(C)c1 (configuration not stated)
  L929 necroptosis: 0.5
  TbHK1 inh: -7
  NCF1 inh: -6
  EBV gp42 block: -19
  14-3-3 Bad inh: 3
  Runt-SMMHC FRET: -5
  Runt-CBFb FRET: -1
  MDM2 E3 inh: -8
  Hck-Nef inh: 0
